WRN helicase inh: blocks human WRN helicase; WRN helicase unwinding, fluorescent forked duplex, kinetic; Potency, µM (doses to about 114 µM), for inactives: top-dose activity change, negative = inhibition, actives largely listed as inhibitors; 360,000 compounds, 0.46% hits; note: potency is the fitted concentration of half-maximal effect; % is set by controls: 0 for no effect and ±100 for the full control effect; nearly all actives have a fitted effect of over 55% in size
Target sequence (Q14191 whole entry, looked up): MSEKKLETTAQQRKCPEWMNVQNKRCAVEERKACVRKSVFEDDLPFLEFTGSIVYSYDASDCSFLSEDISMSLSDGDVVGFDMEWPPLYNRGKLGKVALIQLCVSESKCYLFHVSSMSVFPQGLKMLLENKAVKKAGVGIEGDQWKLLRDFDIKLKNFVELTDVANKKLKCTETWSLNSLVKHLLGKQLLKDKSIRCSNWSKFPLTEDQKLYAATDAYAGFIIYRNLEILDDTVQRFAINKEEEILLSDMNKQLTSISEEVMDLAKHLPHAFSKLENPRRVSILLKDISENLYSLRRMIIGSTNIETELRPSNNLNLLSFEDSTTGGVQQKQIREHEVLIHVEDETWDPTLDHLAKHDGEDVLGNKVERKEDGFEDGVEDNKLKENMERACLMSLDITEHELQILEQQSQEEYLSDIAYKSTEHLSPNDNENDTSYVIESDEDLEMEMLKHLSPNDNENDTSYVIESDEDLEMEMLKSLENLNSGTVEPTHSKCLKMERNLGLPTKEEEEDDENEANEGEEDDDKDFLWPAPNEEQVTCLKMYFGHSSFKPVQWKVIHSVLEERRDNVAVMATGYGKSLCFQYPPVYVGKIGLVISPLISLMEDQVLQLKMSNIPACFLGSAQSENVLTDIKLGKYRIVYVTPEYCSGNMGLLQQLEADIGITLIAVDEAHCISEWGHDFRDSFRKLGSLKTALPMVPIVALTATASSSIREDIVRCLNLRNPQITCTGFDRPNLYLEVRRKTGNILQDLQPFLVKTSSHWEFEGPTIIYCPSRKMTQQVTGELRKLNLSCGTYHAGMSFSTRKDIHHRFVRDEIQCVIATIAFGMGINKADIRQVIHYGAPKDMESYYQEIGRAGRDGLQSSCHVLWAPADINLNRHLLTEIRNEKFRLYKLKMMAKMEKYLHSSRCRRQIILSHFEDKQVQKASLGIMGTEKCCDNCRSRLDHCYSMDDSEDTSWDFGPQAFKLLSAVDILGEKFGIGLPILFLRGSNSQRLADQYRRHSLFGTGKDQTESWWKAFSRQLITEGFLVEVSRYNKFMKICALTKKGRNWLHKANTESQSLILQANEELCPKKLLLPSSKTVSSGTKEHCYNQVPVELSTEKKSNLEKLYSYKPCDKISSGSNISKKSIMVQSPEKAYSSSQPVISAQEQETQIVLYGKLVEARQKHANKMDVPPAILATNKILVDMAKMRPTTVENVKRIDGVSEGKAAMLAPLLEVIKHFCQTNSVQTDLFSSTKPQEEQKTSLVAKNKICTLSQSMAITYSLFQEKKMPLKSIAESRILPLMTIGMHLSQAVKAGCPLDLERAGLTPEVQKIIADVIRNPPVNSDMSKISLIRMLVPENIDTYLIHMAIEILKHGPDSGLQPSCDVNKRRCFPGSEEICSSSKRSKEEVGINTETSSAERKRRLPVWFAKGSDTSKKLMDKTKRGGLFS
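Kinetic fluorescence helicase assay: unwinding of a quenched forked DNA duplex (100 nM final) with 2 mM ATP final raises red fluorescence (525/598 nm). Compounds sat 15 min at room temperature with 20 nM WRN beforehand.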
HT1080 IDH1KD tx: kills HT-1080 cells with IDH1 knockdown; HT-1080 IDH1 knockdown viability, ATP luminescence, 48 h; Potency, µM (doses to about 46.1 µM), for inactives: top-dose activity, negative = toxicity, hits mostly cytotoxic; 360,000 compounds, 2% hits; AID 686971;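 note: potency is the fitted concentration of half-maximal effect; 0% = DMSO wells and -100% = cell-free medium wells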
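Viability of IDH1-knockdown HT-1080 fibrosarcoma cells was assessed by CellTiter-Glo after 48 h at 37 °C with titrated compound; concentration-effect curves were classified by fit quality and response size.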
MCF10A rerep: induces DNA re-replication in MCF 10a normal breast cells; MCF 10A DNA re-replication, Hoechst nuclear intensity, 48 h; Potency, µM (doses to about 46.1 µM), inactives show at the highest dose activity, positive = re-replication, usual class: activators; 350,000 compounds, 2.9% hits; note: potency is the fitted concentration of half-maximal effect; % of control where 0% means no effect; nearly all actives have a fitted effect of over 50% in size
HT1080-NT tox: kills 2HG-producing HT-1080-NT fibrosarcoma cells; 360,000 compounds, 1.6% hits; HT-1080-NT fibrosarcoma viability, CellTiter-Glo ATP luminescence, 48 h; AID 686970; Potency, µM (top dose mostly 46.1 µM), for inactives: at the top dose activity, negative = less viability, most hits filed as cytotoxic;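 note: NT is the 2HG producing partner of a matched IDH1 knockdown line; potency is the fitted concentration of half-maximal effect; 0% = DMSO-treated cells and -100% = media-only wells without cells; nearly all actives have a fitted effect of over 55% in size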
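HT-1080-NT fibrosarcoma cells (2HG-overproducing), 750 cells/well in RPMI with 5% FBS, dosed after 2 h and incubated 48 h at 37C. CellTiter-Glo luminescence normalized to DMSO and no-cell wells; concentration-response curves fitted and classed.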
SW480 rerep: DNA re-replication induction in SW480 cells; Potency, µM (highest dose often 46.1 µM), for the others: top-dose re-replication activation, usual class: activators; SW480 DNA re-replication, Hoechst DNA content imaging, 48 h; 340,000 compounds, 1.8% hits; AID 624297; note: potency is the fitted concentration of half-maximal effect; % of control where 0% means no effect; nearly all actives have a fitted effect of over 55% in size
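First, 250 cells per well were seeded. Next, compound or vehicle (23 nL) was pinned in, plates sat 48 hr at 37 C. Finally Hoechst was added for 40 min before fluorescence scanning.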
KB-3-1 cytotox: kills parental KB-3-1 adenocarcinoma cells | Potency, µM (top dose mostly 46.1 µM), for inactives: at the top dose activity change, negative = cytotoxic, most hits filed as cytotoxic | 400,000 compounds, 1.4% hits | AID 1347075 | KB-3-1 viability, CellTiter-Glo ATP luminescence, 72 h; note: potency is the fitted concentration of half-maximal effect; % is set by controls: 0 for no effect and ±100 for the full control effect; nearly all actives have a fitted effect of over 60% in size
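KB-3-1 parental drug-naive adenocarcinoma cells in DMEM/10% FBS, incubated 72 h at 37 C with pin-transferred compounds across a concentration series. Viability by CellTiter-Glo luminescence; concentration-response curves fitted after normalization.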
ATXN2 expr inh: ATXN2 expression inhibition; HEK-293 ATXN2-luciferase reporter, luminescence, 24 h; Potency, µM (series often up to 57 µM), without a hit: at the highest dose activity change, negative = inhibition, most hits filed as inhibitors; 360,000 compounds, 0.72% hits; note: potency is the fitted concentration of half-maximal effect; % is set by controls: 0 for no effect and ±100 for the full control effect; nearly all actives have a fitted effect of over 55% in size
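qHTS (up to 57 uM final) was run with 24 h compound exposure of reporter cells at 37 °C. Each well was multiplexed: SteadyGlo luminescence measured ATXN2-luciferase expression after a fluorogenic Gly-Phe-AFC viability readout (25 uM final).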
KB-V1 MDR tox: kills drug-selected multidrug resistant KB-V1 cells. KB-V1 MDR cells viability, CellTiter-Glo, 72 h. 400,000 compounds, 3.4% hits. Potency, µM (titrated, usually from 46.1 µM), for the others: at the top dose activity change, negative = cytotoxicity, usual class: cytotoxic. AID 1347076; note: potency is the fitted concentration of half-maximal effect; % is set by controls: 0 for no effect and ±100 for the full control effect; nearly all actives have a fitted effect of over 60% in size
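KB-V1, DMEM (no phenol red) + 10% FBS; cpd pin-transferred, titration series; 72 h, 37 degrees C; CellTiter-Glo, luminescence. Data normalized, curve-fit.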
IL1B secr inh: inflammasome signaling inhibition, IL-1 beta readout; activity change, % at 57.5 µM; THP-1 LPS/ATP IL-1B secretion, AlphaLISA, 16 h; hits give low values; 360,000 compounds, 4.7% hits; in the data active = activity change below about -50%; inconclusive = mostly about -30% to -49%; note: % is set by controls: 0 for no effect and ±100 for the full control effect
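Secreted IL-1B measured by AlphaLISA bead assay after 16 h compound exposure of THP-1 cells; compounds (final up to 57.5 uM) added 1 h before LPS (250 ng/mL) and ATP (1.25 mM) stimulation; lower signal means less secretion.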
Numbers without * were called inactive; ? = inconclusive; / = no result given; & = joins results of further samples; [ ] = another dose, or the depositor's remark. Unless noted, calls come from the whole dose curve; as a rule, active = well fitted curve in the direction sought with a large enough effect; inconclusive = small, poorly fitted or top-dose-only effect, or another doubt; inactive = no such curve, though single readings can be large; an effect the other way counts as inactive or inconclusive.

Molecule | WRN helicase inh | HT1080 IDH1KD tx | MCF10A rerep | HT1080-NT tox | SW480 rerep | KB-3-1 cytotox | ATXN2 expr inh | KB-V1 MDR tox | IL1B secr inh
Cc1ccccc1CNC(=O)CN(c1cccc([N+](=O)[O-])c1)S(C)(=O)=O | 12% | -1% | 0% | -2% | 1% | -3% | / | -4% | 11
COc1cccc(CNS(=O)(=O)c2ccc3c(c2)N(C(C)=O)CCS3)c1 | 0% | 3% | -2% | -3% | -9% | 1% | / | 11% | -9
CCCCCNC(=O)C(C#N)c1nc2ccccc2nc1N1CCCC1 (stereo not given) | -1% | -4% | 10µM* | 2% | ? | 2% | -16% | 0% | 19
O=C(COc1ccccc1Cl)Nc1nc(-c2ccncc2)cs1 | -19% | -5% | 15% | 2% | -7% | -13% | 0% | -26% | -2
S=C(NCCSCc1ccc(Cl)c(Cl)c1)Nc1ccccc1 | -14% | -26% | 26µM* | -9% | ? | 1% | -13% | -12% | -25
Cn1c(=O)c2c(nc(CN3CCN(C(=O)c4ccco4)CC3)n2Cc2ccccc2F)n(C)c1=O | 6% | -1% | 7% | -4% | 1% | -16% | 0% | -5% | -27
COc1cc(/C=C/C(=O)NNC(=O)c2cccc(S(=O)(=O)N(C)C)c2)cc(OC)c1OC | 1% | 6% | 13% | -1% | -1% | 0% | 3% | ? | -14
CCc1nn(CC(=O)NCCN2CCN(C)CC2)c(=O)c2cc3occc3n12 | 1% | 20% | 1% | 19% | -7% | 0% | -1% | 17% | 33
COc1ccc(Cl)cc1NC(=O)/C=C/C(=O)O | 5% | 0% | 3% | 7% | -8% | 7% | 4% | ? | 22
CC(=O)c1sc(NC(=O)CN2C(=O)NC3(CCCC3)C2=O)nc1-c1ccccc1 | -11% | 0% | 5% | 1% | -2% | -14% | -8% | 0% | 24
Cc1ccc(Cn2c(CN(C)Cc3ccccc3)nc3c2c(=O)n(C)c(=O)n3C)cc1 | -17% | -8% | -1% | -1% | -1% | -2% | -8% | -21% | -9
COC(=O)CS(=O)(=O)c1ccc(C)cc1 | 7% | 8% | 1% | 5% | -5% | 21% | -11% | -4% | -15
O=C(Cc1cccs1)NCc1cccnc1 | -2% | 12% | 1% | 24% | ? | 19% | -24% | 14% | 20
Cc1ccc(CNS(=O)(=O)c2c(C)[nH]c(C)c2C(=O)N2CCCC2)cc1 | 1% | 7% | 1% | 2% | 7% | -1% | -3% | 7% | 3
COc1ccc(C(c2c(O)nc(SC)n(C)c2=O)c2c(O)nc(SC)n(C)c2=O)cc1O | 5% | 9% | -79%[inhibitor] | -1% | -8% | -2% | ? | -14% | 0
CN(Cc1ccccc1F)c1ncnc2sccc12 | -2% | -27% | 5% | -22% | 0% | -2% | -26% | -26% | 27
O=c1cc(O)c(-c2ccccc2)c(Cl)[nH]1 | -4% | 8% | 15% | 13% | 6% | 10% | -14% | 6% | 16
COc1ccc(NC(=O)N2CCCC(C(=O)NCc3ccccc3F)C2)cc1 (stereo not given) | 7% | -11% | -4% | -27% | ? | 10% | -4% | 1% | 14
CS(=O)(=O)c1ccc(NS(=O)(=O)c2ccc3ccccc3c2)cc1 | 8% | -3% | 11% | -10% | 27% | -2% | -13% | -9% | 33
O=C(NC1CCCC1)C(c1cccnc1)N(C(=O)c1csnn1)c1ccc(F)cc1 (stereo not given) | 6% | 9% | 6% | 6% | -14% | -22% | 3% | ? | 0
COc1ccc(OC)c(NC(=O)COC(=O)CSc2ccc(Cl)cc2)c1 | -23% | -1% | 0% | 9% | 0% | 1% | -15% | -1% | 5
O=C(NCCC1=CCCCC1)C(=O)NCC1OCCCN1S(=O)(=O)c1ccccc1 (stereo not given) | -8% | 3% | -2% | 3% | -2% | 5% | 10% | 9.2µM* | 13
COc1ccc2cc(CCNC(=O)C(C)C)c(=O)[nH]c2c1 | 3% | -1% | -1% | -13% | 2% | 10% | 7% | 24% | 23
CCCCNc1nc2ccccc2[nH]1 | 15% | 0% | -5% | 2% | -9% | 0% | 0% | 10% | 43
CN(C)c1ccc(C(=O)OCC(=O)NC2CCCCCC2)cc1 | 2% | 0% | 1% | 6% | -12% | 7% | -6% | -3% | 1
CCCC[C@H]1COCCS(=O)(=O)N1Cc1ccccc1F | -7% | -9% | 3% | 0% | -1% | -5%&9% | -2% | -1%&5% | -1
CCN1CCN(CC(O)COc2ccc(C(C)=O)cc2)CC1 (stereo not given) | 9% | 6% | 2% | 0% | -1% | 1% | 5% | 3% | -2
Cc1c(NC(=O)C(C)OC(=O)c2cc(Cl)nc(Cl)c2)c(=O)n(-c2ccccc2)n1C (stereo not given) | -3% | 3% | 0% | 4% | -1% | -13% | 2% | 4% | 23
CCOc1ccccc1NC(=O)CCS(=O)(=O)c1cccc2nsnc12 | 1% | 6% | -4% | 5% | -34%[inhibitor] | -3%&3% | 0%&-3% | -9%&-1% | 6
O=C(CNC(=O)c1cccc(Br)c1)N/N=C/c1ccc[nH]1 | 2% | -27% | 3% | -24% | -1% | 11% | -33% | 2% | 39
Cc1ccc(CNC(=O)Cn2c(=O)c3sccc3n(Cc3ccc([N+](=O)[O-])cc3)c2=O)cc1 | 0% | -2% | ? | -16% | 0% | 1% | -20% | ? | -9
O=C(NC(=S)Nc1ccccc1N1CCCC1)c1cccs1 | 0% | -3% | 8% | -7% | -7% | 2% | / | -27% | 29
O=C(COC(=O)/C=C/C(=O)N1CCN(c2ccccc2)CC1)NCc1ccc(F)cc1 | -7% | 8% | 13% | 3% | -3% | 7% | 19% | 7% | -15
COc1ccc(CNc2nc(NCc3ccc(OC)cc3)n(S(C)(=O)=O)n2)cc1 | 0% | 1% | -1% | -1% | 2% | -6% | -10% | -10% | -10
COC(=O)c1ccc(NC(=O)Nc2ccccc2C)cc1 | 1% | -13% | 11% | -4% | -4% | -24% | 32% | ? | -2
CC(NC(=O)C1CC1)c1ccc(-c2ccccc2)cc1 (stereo not given) | 5% | -3% | -2% | -8% | -10% | -6% | / | -22% | 11
C=CCn1c(SCC(=O)NCCc2ccccc2)nnc1C1CC1 | -1% | -5% | 0% | -11% | -6% | 0% | -3% | 2% | 5
c1ccc(N=P(N2CCOCC2)(N2CCOCC2)N2CCOCC2)cc1 | -7% | 0% | 4% | 11% | -10% | 0% | 4% | -8% | 17
CCN(CC)c1ccc(/C=c2\sc3nc4ccccc4n3c2=O)c(O)c1 | -15% | ? | 2.6µM* | -26% | 15µM* | ? | -25% | 0% | -17
COc1cc2nc(N3CCN(C(=O)C4CCCO4)CC3)nc(N)c2cc1OC (stereo not given) | -4%&3% | -11%&12% | 5%&9%&12% | ? | -9%&-7% | 0%&0% | -1%&9%&28%&34% | 3%&10% | -6&-26
Cc1ccc(S(=O)(=O)NC(C(=O)N2CCOCCOCCOCC2)c2ccccc2)cc1 (stereo not given) | -2%[57.1 µM] | 12% | -2% | 4% | 5% | 4% | -13% | -3% | 5
COc1ccc(-c2nc(CSCC(=O)NCc3ccc4c(c3)OCO4)c(C)o2)cc1OC | 6% | 3% | 5% | 5% | 2% | -8% | -3% | -1% | -20
CS(=O)(=O)N1CCN(Cc2ccc(C(F)(F)F)cc2)CC1 | 2% | -13% | 16% | -1% | -5% | 2% | -27% | 4% | 12
Cc1ccccc1-c1nsc(SCC(=O)Nc2ccc3c(c2)OCO3)n1 | -3% | ? | ? | ? | ? | ? | 35%[activator] | -29% | 13
CC(Oc1ccc2ccccc2c1)C(=O)N/N=C/c1cccnc1 (stereo not given) | 3% | -12% | 11% | -8% | -7% | -6% | -3% | -1% | 16
COc1cc(C(=O)OCc2cccc(OC)c2OC)ccc1OCC(=O)N1CCOCC1 | 6% | 6% | 1% | 9%[9.24 µM] | 2% | 5% | -1% | ? | -16
CN(C)C(=O)N1CCC(C(=O)NC2CCCCCCC2)CC1 | 1%[57.1 µM] | 17%[9.24 µM] | ? | -2% | 8.2µM* | 1% | 4% | 7% | 24
Cc1ccc2c(c1)N(CCC(=O)NCc1cccs1)C(=O)C(C)O2 (stereo not given) | 7% | 2% | -3% | 5% | -4% | 12% | 2% | ? | 1
COc1cc(C(=O)NC(=S)Nc2ccc3[nH]c(=O)[nH]c3c2)cc(OC)c1OC | 0% | ? | 12% | ? | -21% | 21% | 0% | ? | 15
O=C(O)CCCC(=O)Nc1ccc(Br)cc1 | 14% | 5% | -183%[0.0737 µM] | 8% | -7% | -5% | 0% | 10% | 19
COC(=O)c1cn(NC(=O)c2ccc(F)cc2)c(=O)c2ccccc12 | -19% | 9% | -2% | 7% | -3% | 3% | 7% | -18% | ?
COc1cccc(-c2cc(NC=O)c3ncc(-c4ccc(C(C)=O)cc4)n3c2)c1 | 6%[57.1 µM] | 10µM* | / | 18µM* | / | 5.2µM* | ? | 18µM* | 0
Cc1n[nH]c2ccc(Br)cc2c1=O | 5% | 11% | / | 6% | / | 0% | / | 0% | 3
N#Cc1ccccc1NC(=O)CSc1ccc([N+](=O)[O-])cn1 | -5% | 6% | -1% | 0% | 17% | 0% | -2% | -11% | -20
O=C(c1ccccn1)N1N=C2/C(=C/c3ccc(F)cc3)CCCC2C1c1ccc(F)cc1 (stereo not given) | -19%[57.1 µM] | -26% | ? | -20% | 26% | -5% | 0% | ? | -55*
Cc1cc2nnc(SC(C)C#N)n2c2ccccc12 (stereo not given) | -8% | 2% | 26% | 1% | -1% | 14% | 1% | -11% | -22
COc1cc(/C=N/NC(=O)C(N)=O)ccc1OCC(=O)N1C(C)CCCC1C (stereo not given) | 6% | 8% | -1% | 0% | -3% | 15% | -8% | -5% | -26

Bioassay records: PubChem BioAssay, National Center for Advancing Translational Sciences (NCATS)
